Screening results from PubChem BioAssay.
3CLpro inhibitor: SARS-CoV 3CLpro protease inhibition; inhibition, % at 6 µM; AID 1706; 290,000 compounds, 0.14% hits; recombinant SARS-CoV 3CLpro, quenched FRET peptide cleavage; in the data active = inhibition above about 12%
Anthrax LF prot: blocks Bacillus anthracis lethal factor protease. multiplex microsphere protease cleavage assay, LF. inhibition, % at 10 µM. 360,000 compounds, 0.12% hits; note: plate controls were buffer without enzyme for full effect and enzyme alone for no effect
BoNT-A LC inh2: inhibitors of Botulinum neurotoxin A light chain protease | multiplex microsphere protease substrate cleavage, flow cytometry | inhibition, % at 10 µM | 360,000 compounds, 0.17% hits | AID 588499; note: plate controls were buffer without enzyme for full effect and enzyme alone for no effect
PfHsp40 yeast: compounds rescuing yeast from Plasmodium falciparum HSP40 toxicity; growth rescue, % at 12.5 µM; S. cerevisiae expressing PfHsp40, growth rescue, ATP luminescence; 340,000 compounds, 0.68% hits; in the data active = growth rescue above about 28%, passing the limit was not always enough; inconclusive = no clear call, values can overlap the other calls;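 note: yeast W303a lacking pdr1 and pdr3 grown in galactose medium; growth measured after three days at 30 °C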
CCHF vOTU inh: blocks the CCHF virus ovarian tumor domain protease | CCHFV vOTU protease, Pep-AMC fluorescence | inhibition, % at 11.5 µM | 370,000 compounds, 0.55% hits | AID 651958; in the data active = inhibition above about 30%; note: 0% = vehicle wells with enzyme and 100% = no enzyme wells
SSB-PriA inh: inhibitors of Klebsiella pneumoniae PriA binding to SSB C-terminal tail; 430,000 compounds, 0.6% hits; inhibition, % at 33 µM; AlphaScreen SSBct-PriA binding, biotinylated peptide; in the data active = inhibition mostly above about 37%, no sharp cut-off; inactive = mostly below about 20%;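 note: plate controls were negative control peptide for no effect and reference peptide for full effect; strong numbers were not always called active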
VHR inh abs: inhibitors of human VHR1 phosphatase (DUSP3); P51452; recombinant VHR phosphatase, pNPP absorbance; inhibition, % at 13.3 µM; 290,000 compounds, 0.52% hits; AID 1654; in the data active = inhibition above about 50%; note: some compounds called inactive have numbers as strong as hits
Y pestis TopoI: blocks Yersinia pestis topoisomerase I activity; Y. pestis Topo-I cleavage product accumulation, plate reader; activity, % at 10 µM; 360,000 compounds, 0.064% hits; AID 504884; in the data active = activity above about 50%, passing the limit was not always enough; inconclusive = no clear call, values can overlap the other calls; note: inactives centre near 2
Vc quorum ag: quorum light induction in luxS cqsA deficient V. cholerae. activation, % at 18.7 µM. V. cholerae BH1578 lux reporter, luminescence, 6 h. 350,000 compounds, 0.16% hits. AID 588436; in the data active = activation mostly above about 9.7%, no sharp cut-off; inconclusive = no clear call, values can overlap the other calls; inactive = mostly below about 3.7%; note: not every result past the cut was called active; inactives centre near 0; reference of the scale not given here
TcdB GH inh: TcdB glycohydrolase inhibition; P18177; TcdB glycohydrolase enzymatic assay, plate reader; inhibition, % at 9.99 µM; 350,000 compounds, 0.24% hits; in the data active = inhibition above about 10%
Target sequence (P18177 whole entry, looked up): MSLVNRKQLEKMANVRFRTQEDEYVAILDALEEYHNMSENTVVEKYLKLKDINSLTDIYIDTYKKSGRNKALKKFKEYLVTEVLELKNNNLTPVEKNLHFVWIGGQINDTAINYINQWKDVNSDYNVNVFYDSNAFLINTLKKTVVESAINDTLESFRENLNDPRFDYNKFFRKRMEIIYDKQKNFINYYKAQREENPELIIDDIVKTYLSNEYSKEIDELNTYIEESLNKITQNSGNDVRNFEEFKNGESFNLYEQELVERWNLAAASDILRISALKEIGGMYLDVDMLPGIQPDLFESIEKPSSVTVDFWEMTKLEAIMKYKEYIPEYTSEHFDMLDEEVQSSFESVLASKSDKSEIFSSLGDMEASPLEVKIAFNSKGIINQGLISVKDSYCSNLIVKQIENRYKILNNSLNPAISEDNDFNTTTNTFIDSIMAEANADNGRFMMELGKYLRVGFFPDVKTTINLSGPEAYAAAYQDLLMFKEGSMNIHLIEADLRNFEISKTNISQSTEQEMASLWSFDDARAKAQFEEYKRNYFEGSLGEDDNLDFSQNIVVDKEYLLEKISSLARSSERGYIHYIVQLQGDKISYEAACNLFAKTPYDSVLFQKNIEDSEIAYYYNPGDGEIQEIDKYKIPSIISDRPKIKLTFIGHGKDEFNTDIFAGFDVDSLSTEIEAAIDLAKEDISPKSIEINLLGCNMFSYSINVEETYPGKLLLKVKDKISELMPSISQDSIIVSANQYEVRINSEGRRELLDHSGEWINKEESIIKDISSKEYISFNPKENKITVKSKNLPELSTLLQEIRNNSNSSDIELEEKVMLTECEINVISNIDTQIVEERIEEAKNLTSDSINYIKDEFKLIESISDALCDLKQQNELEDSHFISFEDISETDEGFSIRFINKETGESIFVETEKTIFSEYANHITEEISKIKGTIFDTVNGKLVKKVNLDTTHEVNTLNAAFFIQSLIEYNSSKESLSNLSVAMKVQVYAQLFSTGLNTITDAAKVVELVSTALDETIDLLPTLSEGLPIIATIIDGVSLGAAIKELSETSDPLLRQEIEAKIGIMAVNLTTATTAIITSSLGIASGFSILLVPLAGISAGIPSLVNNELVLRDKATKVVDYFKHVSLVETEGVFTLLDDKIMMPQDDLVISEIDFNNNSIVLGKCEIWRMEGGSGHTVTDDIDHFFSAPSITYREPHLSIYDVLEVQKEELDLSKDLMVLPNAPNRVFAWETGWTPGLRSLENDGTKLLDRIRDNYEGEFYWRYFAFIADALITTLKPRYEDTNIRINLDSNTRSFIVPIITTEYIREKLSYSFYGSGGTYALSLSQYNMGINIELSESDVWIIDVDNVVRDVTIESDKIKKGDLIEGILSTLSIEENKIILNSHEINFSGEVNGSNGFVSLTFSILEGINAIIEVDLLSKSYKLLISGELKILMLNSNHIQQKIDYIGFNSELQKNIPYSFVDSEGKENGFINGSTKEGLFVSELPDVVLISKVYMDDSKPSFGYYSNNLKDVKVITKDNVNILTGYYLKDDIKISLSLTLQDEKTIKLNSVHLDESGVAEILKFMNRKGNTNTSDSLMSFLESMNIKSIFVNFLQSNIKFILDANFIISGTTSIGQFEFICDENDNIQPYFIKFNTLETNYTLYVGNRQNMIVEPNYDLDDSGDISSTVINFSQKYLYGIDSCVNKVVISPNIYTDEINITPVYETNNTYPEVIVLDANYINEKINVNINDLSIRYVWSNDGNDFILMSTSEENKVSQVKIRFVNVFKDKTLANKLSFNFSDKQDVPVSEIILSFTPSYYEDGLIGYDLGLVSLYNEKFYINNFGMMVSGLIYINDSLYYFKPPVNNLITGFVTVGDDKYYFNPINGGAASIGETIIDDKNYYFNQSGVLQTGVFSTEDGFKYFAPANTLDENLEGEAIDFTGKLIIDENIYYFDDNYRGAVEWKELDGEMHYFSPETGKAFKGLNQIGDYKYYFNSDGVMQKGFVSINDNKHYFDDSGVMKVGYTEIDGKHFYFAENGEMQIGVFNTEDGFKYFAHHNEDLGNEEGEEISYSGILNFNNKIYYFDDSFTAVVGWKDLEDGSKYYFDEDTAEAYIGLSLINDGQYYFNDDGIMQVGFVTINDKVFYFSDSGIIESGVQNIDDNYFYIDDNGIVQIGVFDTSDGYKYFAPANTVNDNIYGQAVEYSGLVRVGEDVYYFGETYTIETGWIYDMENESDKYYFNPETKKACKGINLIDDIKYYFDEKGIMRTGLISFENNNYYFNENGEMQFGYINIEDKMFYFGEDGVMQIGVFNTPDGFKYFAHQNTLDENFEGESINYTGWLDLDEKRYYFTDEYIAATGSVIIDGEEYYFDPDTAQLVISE
An asterisk follows results filed as active; i = inactive; u = inconclusive; x = no result given; & = joins results of further samples. Cut-off read from the data, not from the text of the source, unless noted: active = inhibition above about 30%; inconclusive = no clear call, values can overlap the other calls; inactive = below that. The list is partial. The share of hits here may be higher or lower than overall.

SMILES	3CLpro inhibitor	Anthrax LF prot	BoNT-A LC inh2	PfHsp40 yeast	CCHF vOTU inh	SSB-PriA inh	VHR inh abs	Y pestis TopoI	Vc quorum ag	TcdB GH inh
Cc1c(Cl)cccc1NC(=O)CC(C(=O)O)C1CCCO1 (configuration not stated)	1	-3	0.7	0.5	-3	-10	15	4	i	x
O=C(Nc1nnc(S(=O)(=O)N2CCCCCC2)s1)c1ccccc1F	5	-4	-0.1	0.6	12	-8	6	3	-0.2	2.3
COC(=O)c1sc(S(=O)(=O)N2CC(C)OC(C)C2)c(C(=O)OC)c1C (configuration not stated)	x	-8	-1.5	-0.7	6	-7	x	-1	-7.1	0.0
CCOC(=O)c1c(NC(=O)CSc2nnc(-c3ccc(C)cc3)o2)sc(C(C)=O)c1C	-1	-1	0.3	-1.1	-19	-4	8	26	i	x
Cc1cccc(NC(=O)c2ccc3ccccc3n2)c1C	3	-4	1.5	-2.2	5	-7	3	4	i	x
O=C(NCc1ccccn1)c1c(O)c2c([nH]c1=O)CCCC2	-2	-4	0.2	-0.4	-3	-10	8	2	12	1.4
CC(=O)C1=C(C)NC(SCc2cccc3ccccc23)=C(C#N)C1c1ccco1 (configuration not stated)	4	-3	-0.4	-0.2	9	2	0	-3	-0.2	0.2
CC(C)CCNC(=O)CCNS(=O)(=O)c1ccc(Cl)cc1	0	-10	7.8	0.3	-16	-5	-9	0	i	x
CC(C)[C@@H](CSc1ccccc1)N1CCN(Cc2ccccc2)CCC1=O	5	-9	0.2	0.2	5	6	9	11	i	1.1
O=C(NC1CCCCC1)c1ccc(S(=O)(=O)N2CCOCC2)cc1	1	-3	-1.0	0.2	16	-1	2	-1	i	x
CC(=O)c1c(C)[nH]c(C(=O)OCC(=O)N2CCN(S(=O)(=O)c3ccc(C)cc3C)CC2)c1C	3	3	0.9	-1.1	4	3	9	35	i	x
CC(=O)OC(C(=O)NCc1ccc2c(c1)OCO2)c1ccccc1Cl (configuration not stated)	-3	-3	-1.1	-0.4	7	-10	11	2	i	x
CN(C)CCN(C(=O)C1CCCCC1)c1nc2cc3c(cc2s1)OCCO3	x	-7	0.0	x	7	13	x	-2	i	0.9
Cc1ccc(S(=O)(=O)N(C)C[C@H]2OCc3cnnn3CCCC(=O)N([C@@H](C)CO)C[C@H]2C)cc1	x	6	0.1	x	0	x	x	5	0.8	0.7&-0.1
CSc1nsc(SCC(=O)Nc2nncs2)n1	2	2	-0.1	-2.9	3	-4	8	4	1.1	1.3
Cc1ccc(S(=O)(=O)Nc2ccccc2C(=O)N2CCOCC2)cc1	3	-3	2.3	1.0	19	-7	-2	-6	-0.4	0.6
CCOC(=O)c1c(N)sc(=S)c2c1CCC2	-4	1	11	1.5	3	-3	13	1	7.1	x
Cc1ccccc1N1C(=O)c2cccc3c(N(C)CCO)ccc(c23)C1=O	0	0	3.0	u	-9	-23	3	-1	3.7	x
CC(C)(C)OC(=O)C[C@@H]1C/C=C\C[C@H](CC(=O)N(CCO)Cc2ccccc2)C(=O)NC[C@H](c2ccccc2)OC1=O	x	-4	-1.3	u	18	9	x	19	i	-1.4
CCC(C(=O)NCCC1=CCCCC1)n1nc(C)c2c(C)n(-c3ccccc3)nc2c1=O (configuration not stated)	-2	3	0.9	0.6	-3	7	22	33	-0.3	1.1
COc1cc(/C=N/NC(=O)COc2ccc([N+](=O)[O-])cc2)ccc1OCC(=O)N1CCOCC1	1	-4	-1.5	-0.2	-4	x	30	11	-0.2	-1.1
CCOc1ccc2[nH]c(=O)c(CN(Cc3nnnn3CCc3ccccc3)CC3CCCO3)cc2c1 (configuration not stated)	3	2	3.2	0.3	-1	-6	31	6	0.3	x
Fc1cccc(Cl)c1Cn1nnc(-c2ccc(N3CCOCC3)cc2)n1	-2	1	0.6	2.8	-1	-2	-1	1	i	x
COc1ccc(N/C(=N\c2nc(C)cc(C)n2)NC(=O)C(C)C)cc1OC	0	-3	-0.5	-2.0	4	x	-14	-11	13	x
CC1CCN(S(=O)(=O)c2ccc(Br)s2)CC1	-1	0	0.2	-0.9	12	-26	-4	4	-1.6	0.0
COc1ccc(C(=O)O/N=C(\N)c2ccccn2)c(OC)c1	-3	-4	-0.9	0.2	-7	i	-2	-2	-0.4	1.5
c1ccc(CNc2nc(-c3cccs3)nc3ccccc23)cc1	2	1	-0.1	0.3	-3	-40	4	-17	i	0.6
O=C1CC(C(=O)N2CCc3ccccc32)CN1c1cccc(C(F)(F)F)c1 (configuration not stated)	x	-7	-0.3	0.4	-7	0	x	3	i	-0.1
CCCN(CCC)CCNC(=O)c1cc2c(=O)n(C)c3ccccc3c2n1C	0	2	0.2	1.3	-7	1	11	14	-0.4	-0.5
C=C1C(=O)C2=CC1CCC(=O)C1(C)CCC(OC(C)=O)C(C)(C)C1CC2O (configuration not stated)	x	-6	-0.1	-1.9	7	-22	x	-1	1.9	1.4

Single records, from the list above. Order of screens: 3CLpro inhibitor | Anthrax LF prot | BoNT-A LC inh2 | PfHsp40 yeast | CCHF vOTU inh | SSB-PriA inh | VHR inh abs | Y pestis TopoI | Vc quorum ag | TcdB GH inh
Entry for `C=C1C(=O)C2=CC1CCC(=O)C1(C)CCC(OC(C)=O)C(C)(C)C1CC2O` (configuration not stated) = x | -6 | -0.1 | -1.9 | 7 | -22 | x | -1 | 1.9 | 1.4
Entry for `Cc1cccc(NC(=O)c2ccc3ccccc3n2)c1C` = 3 | -4 | 1.5 | -2.2 | 5 | -7 | 3 | 4 | i | x

The results go on.
SMILES	3CLpro inhibitor	Anthrax LF prot	BoNT-A LC inh2	PfHsp40 yeast	CCHF vOTU inh	SSB-PriA inh	VHR inh abs	Y pestis TopoI	Vc quorum ag	TcdB GH inh
COc1ccc(-c2cc(C(F)(F)F)nc(SCC(=O)N(C)Cc3cn(C)nc3C)n2)cc1OC	1	-1	-0.7	-1.6	-7	-1	7	6	-0.4	2.1
COc1ccccc1N1CCN(C(=O)c2sc3ncnc(N4CCN(c5ccccn5)CC4)c3c2C)CC1	1	0	-1.2	6.1	x	-2	24	36	-0.6	x
COc1ccc(CSc2nnnn2-c2ccc(O)cc2)cc1F	4	0	0.1	-1.2	12	-31	-12	4	-0.5	1.6
O=C(Nc1ccccc1)c1ccco1	-2	0	-2.3	-1.0	-13	-6	24	5	-2.1	0.2
CN(CC(=O)Nc1cccc(F)c1)C(=O)CN1C(=O)NC2(CCCCC2)C1=O	x	-1	1.6	0.1	-6	2	x	-7	i	-0.1
O=C(CCCN1C(=O)/C(=C/c2ccco2)SC1=S)Nc1ccccc1	2	7	12	3.1	9	-3	13	5	-0.3	x
CC(OC(=O)c1ccc(S(=O)(=O)N2CCOCC2)cc1)c1ccccc1 (configuration not stated)	x	1	0.1	1.3	-6	-18	x	21	i	0.8
COc1ccc([N+](=O)[O-])cc1NC(=O)CC(C)c1ccccc1 (configuration not stated)	2	-6	-1.1	0.1	14	-10	-11	-13	-0.2	1.3
Cc1ccc(S(=O)(=O)N2CCOCC2)cc1C(=O)Nc1c(C)n(C)n(-c2ccccc2)c1=O	-3	-4	u	1.6	-3	-11	30	-2	i	x
N#Cc1c(/N=C/c2cc(Br)cs2)sc2c1CCC2	-2	3	0.1	-0.6	-6	x	x	5	0.3	x
O=C(Nc1ccsc1C(=O)O)c1ccc(Cl)cc1	4	-1	0.9	-3.4	1	-13	26	5	-0.4	0.6
CC1CN(C(=O)Cn2cnc3c2c(=O)n(C)c(=O)n3C)CC(C)O1 (configuration not stated)	-4	-9	-1.0	0.0	0	-3	11	4	-5.2	x
COCCn1c(CN2CCN(c3ccc(OC)cc3)CC2)nc2c1c(=O)n(C)c(=O)n2C	3	-10	1.3	0.3	-1	-12	22	3	i	1.6
N#Cc1c(NC(=O)CCC(=O)O)sc2c1CCCC2	-1	-8	0.3	-0.6	0	-28	-10	-1	-0.6	x
CCCC(=O)NC(Nc1cc(C(F)(F)F)ccc1Cl)C(Cl)(Cl)Cl (configuration not stated)	10	2	-0.6	0.0	-3	-18	-13	-2	-3.2	x
COc1ccc(OC)c(Nc2nc(-c3cccs3)cs2)c1	1	-6	u	-1.2	-7	18	17	-7	-0.1	x
COc1ccc(CNC(=O)CSc2nnnn2Cc2ccccc2)cc1	-5	2	0.9	0.3	-3	-3	18	-11	i	x
O=C(Nc1ccccc1)c1ccccc1OCc1cccc([N+](=O)[O-])c1	3	-1	0.5	-1.5	12	-5	8	14	-0.5	0.1
O=C(O)CCC(=O)N1CCN(c2nc3ccccc3s2)CC1	-2	-1	-6.9	-1.9	7	2	12	-4	-0.4	x
COC(=O)CCCC1=CC2=C(c3ccccc3)C(=O)C(C)(OC(=O)C3CCCC3)C(=O)C2=CN1Cc1ccc2c(c1)OCO2 (configuration not stated)	x	-7	0.4	-0.6	3	3	11	26	0.4	-0.2

Given with two lines to a compound: entries from further up
Order of results – 3CLpro inhibitor	Anthrax LF prot	BoNT-A LC inh2	PfHsp40 yeast	CCHF vOTU inh	SSB-PriA inh	VHR inh abs	Y pestis TopoI	Vc quorum ag	TcdB GH inh
Cc1c(Cl)cccc1NC(=O)CC(C(=O)O)C1CCCO1 (configuration not stated)
 : 1	-3	0.7	0.5	-3	-10	15	4	i	x
O=C(Nc1nnc(S(=O)(=O)N2CCCCCC2)s1)c1ccccc1F
 : 5	-4	-0.1	0.6	12	-8	6	3	-0.2	2.3
COC(=O)c1sc(S(=O)(=O)N2CC(C)OC(C)C2)c(C(=O)OC)c1C (configuration not stated)
 : x	-8	-1.5	-0.7	6	-7	x	-1	-7.1	0.0
CCOC(=O)c1c(NC(=O)CSc2nnc(-c3ccc(C)cc3)o2)sc(C(C)=O)c1C
 : -1	-1	0.3	-1.1	-19	-4	8	26	i	x
Cc1cccc(NC(=O)c2ccc3ccccc3n2)c1C
 : 3	-4	1.5	-2.2	5	-7	3	4	i	x
O=C(NCc1ccccn1)c1c(O)c2c([nH]c1=O)CCCC2
 : -2	-4	0.2	-0.4	-3	-10	8	2	12	1.4
CC(=O)C1=C(C)NC(SCc2cccc3ccccc23)=C(C#N)C1c1ccco1 (configuration not stated)
 : 4	-3	-0.4	-0.2	9	2	0	-3	-0.2	0.2
CC(C)CCNC(=O)CCNS(=O)(=O)c1ccc(Cl)cc1
 : 0	-10	7.8	0.3	-16	-5	-9	0	i	x
CC(C)[C@@H](CSc1ccccc1)N1CCN(Cc2ccccc2)CCC1=O
 : 5	-9	0.2	0.2	5	6	9	11	i	1.1
O=C(NC1CCCCC1)c1ccc(S(=O)(=O)N2CCOCC2)cc1
 : 1	-3	-1.0	0.2	16	-1	2	-1	i	x
CC(=O)c1c(C)[nH]c(C(=O)OCC(=O)N2CCN(S(=O)(=O)c3ccc(C)cc3C)CC2)c1C
 : 3	3	0.9	-1.1	4	3	9	35	i	x
CC(=O)OC(C(=O)NCc1ccc2c(c1)OCO2)c1ccccc1Cl (configuration not stated)
 : -3	-3	-1.1	-0.4	7	-10	11	2	i	x

More results follow:
SMILES	3CLpro inhibitor	Anthrax LF prot	BoNT-A LC inh2	PfHsp40 yeast	CCHF vOTU inh	SSB-PriA inh	VHR inh abs	Y pestis TopoI	Vc quorum ag	TcdB GH inh
Cc1cc2oc3ccc(NCCCn4ccnc4)cc3c(=O)c2cc1C	x	-2	0.4	0.9	-7	1	x	1	i	x
CCOC(=O)c1c(-c2ccccc2)csc1NC(=O)CCN1C(=O)c2ccccc2C1=O	2	0	-0.2	0.9	-16	-1	14	2	-3.4	-2.1
COc1cc(/C=C/C(=O)N2CCOCC2)ccc1OCc1ccccc1	-3	-1	-0.3	0.3	-4	-2	0	-2	-1.6	x
O=S(=O)(c1ccc2c(c1)C(O)c1ccccc1CC2)C(F)(F)F (configuration not stated)	x	-8	-1.0	0.7	8	-17	x	-17	i	0.9
O=C(CN1CCCC1)Nc1ccc(Cl)cc1C(=O)c1ccccc1	1	-13	-1.6	-2.2	5	-2	16	1	1.4	0.5
